PrPC surface inh – reduces human prion protein on the cell surface. cell surface PrPC, TR-FRET read-out. inhibition, % at 13.8 µM. actives 0.43% (n = 370,000). AID 720596; in the data active = inhibition above about 24%; also: 0% = median of the test wells and 100% = reference compound wells
CCHF vOTU inh – CCHFV vOTU protease inhibition. Pep-AMC fluorescence. inhibition, % at 11.5 µM. actives 0.55% (n = 370,000); in the data active = inhibition above about 30%; also: 0% = vehicle wells with enzyme and 100% = no enzyme wells
Active calls of the source: *.

Values run as follows: PrPC surface inh	CCHF vOTU inh
> COC(=O)C1CN(CCc2ccccc2)CCS(=O)(=O)N1Cc1ccc(OC)cc1 (stereo not given)
  -9.2	-1.4
> O=C(c1ccc(F)cc1Cl)N1CCCC(c2nc(-c3cccs3)no2)C1 (stereo not given)
  1.8	2.3
> O=C([C@@H]1C[C@H]1c1ccccc1)N1CC[C@H]2[C@H](CCCN2Cc2ccc(F)cc2)C1
  -7.1	1.2
> CC(C)(C)N(NC(=O)Nc1cccc(F)c1)C(=O)c1ccccc1Cl
  12.9	5.0
> Cc1ccccc1Cn1cc(COC(=O)NCC(C)C)nn1
  9.5	-11.4
> CCOC(=O)[C@]12CCCC3=C1N(CCC3)C(=O)[C@@H](CC(=O)NCCCCc1ccccc1)C2
  -2.0	5.4
> COC(=O)C1=C(C)N(Cc2cccc(C(F)(F)F)c2)C(=NCC2CC2)NC1c1ccc(F)cc1 (stereo not given)
  -21.0	8.3
> COc1cc(NC(=O)c2ccccc2)c(C)cc1NC(=O)CSc1nnc(-c2ccccc2F)n1-c1ccc(C)cc1
  0.8	19.4
> COC1=C[C@H](C(=O)NCc2ccc(Cl)cc2)C(C)C(c2ccccc2)CC1=O (stereo not given in full)
  3.1	1.8
> COc1ccc(N=C2Sc3ccccc3[C@@H]3C[C@H]4[C@H](CON4C)CN23)c(OC)c1
  3.1	-4.7

Next compounds.
Values run as follows: PrPC surface inh	CCHF vOTU inh
> CC1C2Cc3ccc(O)cc3C1(C)CCN2CC1CC1 (stereo not given)
  -2.6	3.3
> CCCCNC(=O)NCCCN1CCN(c2ccc(F)cc2)CC1
  -1.3	-1.0
> CCOC(=O)[C@]12CCCCC/C=C\1N(CCc1ccc(Cl)cc1)C(=O)[C@H]2CC(=O)N1CCN(C(=O)c2ccco2)CC1
  -2.4	7.1
> CCN(CC)c1ccc(C=Nn2c(-c3cc(C)[nH]n3)n[nH]c2=S)cc1
  -2.9	7.0
> O=C(NC1CCCC1)C(c1ccccc1)n1c(-c2ccc3c(c2)CCO3)nc2ccccc21 (stereo not given)
  2.5	2.5
> COC(=O)[C@]12C[C@H](CC(=O)N3CCCC3)C(=O)N(CCc3ccc(OC)c(OC)c3)C1=C[C@H](C(C)(C)C)O[C@@H]2C
  -7.2	-0.5
> CCN(CC)C(=O)CC[C@H]1CC[C@]2(CCCN(C(=O)c3ccco3)C2)O1
  -5.8	-4.6
> COC(=O)C1CN(CCc2ccccc2)CCS(=O)(=O)N1Cc1ccc(C(F)(F)F)cc1 (stereo not given)
  -0.1	18.3
> Cc1ccc(NC(=O)NNC(=O)CSC2CCc3ccccc32)c(C)c1 (stereo not given)
  -5.2	-7.5
> CC(C)N1CCCCC(NC(=O)C(C)(C)C)C1=O (stereo not given)
  -3.0	-4.3

Going on with the list:
Values run as follows: PrPC surface inh	CCHF vOTU inh
> Cc1ccc(Oc2cccc3c2S(=O)(=O)N([C@H](C)c2ccccc2)C[C@@H](COCc2ccccc2)O3)cc1
  0.5	-0.5
> COC(=O)C(C(=O)OC)c1cc2c(cc1CNS(=O)(=O)c1ccc(C)cc1)OCO2
  -4.4	-9.1
> CC(C)C[C@@H]1COc2cccc(NC3CC3)c2S(=O)(=O)N1
  9.1	0.3
> COc1cccc(CNC(=O)[C@H]2CCCN2C(=O)[C@H]2CCCN2C(=O)c2cccc3ccccc23)c1
  -5.5	-7.2
> COC(=O)c1cc(-c2ccc(F)cc2OCc2ccccc2)c(=O)n2c1CCC2
  4.0	4.6
> CC(C)C[C@H](NS(=O)(=O)c1ccc(F)cc1F)C(=O)N1CCC[C@H]1C(=O)NCc1ccccc1
  -5.2	-5.8
> CCN(CC)CCCNC(=O)c1oc(=O)c2ccccc2c1-c1ccc(C)cc1
  -1.1	-2.1
> N#Cc1ccc2nc(-c3ccc(CN4CCC5(CC4)CNc4ccccc45)cc3)c(-c3ccccc3)nc2c1
  -5.6	19.7
> Cn1c(SCC(=O)Nc2ccc(C(=O)O)cc2)nnc1-c1ccccn1
  -5.4	4.6
> CC1(C)CC(=O)C=C(Nc2ccccc2NC(=O)c2cc(F)ccc2F)C1
  -4.4	-2.3

New compounds follow.
Values run as follows: PrPC surface inh	CCHF vOTU inh
> COC(=O)[C@]12C[C@H](CC(=O)N3CCN(C(=O)c4ccco4)CC3)C(=O)N(Cc3ccc4c(c3)OCO4)C1=C[C@H](C(C)(C)C)O[C@@H]2C
  -9.7	10.7
> C=CCN1[C@H](CO)[C@H](c2ccccc2)[C@@H]1C#N
  -6.9	-2.1
> COCCCNC(=O)C[C@H]1C[C@@]2(C(=O)OC)C(=C[C@H](C(C)C)O[C@@H]2C2CC2)N(CCc2ccc(OC)c(OC)c2)C1=O
  2.1	8.5
> COC(=O)C1=C(C)N(Cc2ccccc2C(F)(F)F)C(=NCc2ccccc2C(F)(F)F)NC1c1cccc(C(F)(F)F)c1 (stereo not given)
  4.6	16.0
> CCOC(=O)Cn1cc(CN2C(C(=O)OC)CN(Cc3ccccc3)CCS2(=O)=O)nn1 (stereo not given)
  7.3	-8.3
> COCCN1C(=O)[C@H]2C[C@@]13O[C@H](c1ccc(C(F)(F)F)cc1)N=C3C[C@H](c1ccccc1)[C@H]2C
  -2.4	3.2
> CC(COc1ccc([N+](=O)[O-])cc1Cl)CN1CCC(C(O)(c2ccccc2)c2ccccc2)CC1 (stereo not given)
  -7.2	1.5
> O=C(NC1CCCCN(Cc2cccc(Cl)c2)C1=O)c1cccs1 (stereo not given)
  5.7	9.9
> COC(=O)[C@H](C(C)C)N(CCCc1cn(Cc2ccc(C)cc2)nn1)S(=O)(=O)c1ccc(F)cc1Br
  3.5	8.4
> COC(=O)C1=CN(c2ccc(OC)cc2OC)C(N)=C(C#N)C1c1ccc(OC)cc1 (stereo not given)
  -6.5	2.2

The listing continues:
Values run as follows: PrPC surface inh	CCHF vOTU inh
> O=S(=O)(c1cccs1)N1CCC(c2cn3ccccc3n2)CC1
  -3.1	-12.1
> Cc1ccc(-n2c(SCC(=O)Nc3ccc(OCc4ccccc4)cc3)nnc2-c2ccco2)cc1
  -3.0	9.1
> COC(=O)[C@]1(CNS(=O)(=O)C2CC2)CC(=O)N(C)[C@@H]1c1ccccc1
  6.9	2.3
> CCOc1cc(CCNC(=O)c2cc3sccc3n2CC)ccc1OC
  8.1	1.5
> O=C(NCCO)c1cccc(-c2cc(Nc3ccc(OC(F)(F)F)cc3)ncn2)c1
  -2.5	29.0
> CCC(C)[C@H](NC(=O)[C@H](Cc1ccccc1)NC(=O)OC(C)(C)C)C(=O)NCc1ccccc1Br (stereo not given in full)
  -7.6	12.0
> COc1ccccc1CNC(=O)N(CCc1c(C)[nH]c2ccccc12)Cc1cccs1
  1.6	3.4
> CCCCc1c(-c2ccccc2OC)ncn1Cc1cccc(F)c1F
  8.0	14.0
> CC(c1ccccc1)n1c(NCCCn2ccnc2)nc2c1c(=O)[nH]c(=O)n2C (stereo not given)
  -4.0	-1.3
> Cc1ccc(S(=O)(=O)C[C@@H]2OC[C@H](C)N2S(=O)(=O)c2ccc(C)cc2)cc1
  8.8	15.5

(more compounds)
Values run as follows: PrPC surface inh	CCHF vOTU inh
> CC[C@]12CCN(CC3(O)CC3)C(Cc3ccc(O)cc31)C2(C)C
  2.4	-3.3
> O=C(NCCc1c[nH]c2ccccc12)OCc1cn(Cc2ccccc2F)nn1
  17.1	-1.7
> C=CCNC(=O)N1CCC(c2nc3ccc(Cl)cc3[nH]2)CC1
  5.0	7.0
> CCCCOCCCNC(=O)C[C@H]1C[C@@]2(C(=O)OC)C(=C[C@H](COCc3ccccc3)O[C@@H]2C)N(Cc2ccco2)C1=O
  -4.3	8.2
> Cc1cc(Oc2cccnc2)ccc1NC(=O)CCc1c[nH]c2ccccc12
  -1.9	-0.1
> Cc1ccc(C(=O)N2CCC(Oc3cccnc3)CC2)c(C)c1
  6.0	-2.2
> CCOC(=O)[C@@]12CCCC=C1N(CCc1ccc(Cl)cc1)C(=O)[C@H]2CC(=O)NCC1CCCCC1
  0.6	10.8
> COCC(=O)N[C@@H]1C[C@@H]2O[C@H](CO)CC[C@@H]2O[C@@H]1CCc1ccc(-c2ccccc2)cc1
  -4.2	1.0
> COC(=O)[C@]12C[C@H](CC(=O)NCc3ccc(C)o3)C(=O)N(Cc3ccco3)C1=C[C@H](C(C)C)O[C@@H]2C1CC1
  19.4	3.5
> COc1cc(OC)c2c(=O)c3c(C(=O)O)c(O)ccc3oc2c1
  6.6	-2.1

Next results follow.
Values run as follows: PrPC surface inh	CCHF vOTU inh
> COc1ccc(N2CCN(C(=O)C(=O)c3cc(OC)c(OC)c(OC)c3)CC2)cc1
  -25.8	21.7
> CCCn1c(C)c(CC(=O)Nc2ccc(N(C)c3ccccn3)cc2)c2ccccc21
  -6.2	0.7
> CC(=O)N1CCc2cc(S(=O)(=O)NCCC(=O)N(C)C3CCCCC3)ccc21
  -0.2	-0.8
> O=C(N[C@H](C(=O)N1CCC[C@H]1C(=O)NCc1ccccc1)c1ccccc1)c1ccc(Cl)cc1Cl
  -6.9	-1.7
> COC(=O)c1cccc(Cn2ccc3ccc(-c4ccc5ccn(C(=O)C6CCC6)c5c4)cc32)c1
  -1.2	-6.5
> CCOC(=O)C1=C(C(=O)OCC)C2N(Cc3ccc(C#N)cc3)c3ccccc3[C@@]23C[C@@H](C(=O)OC)N(S(=O)(=O)c2ccc(C)cc2)C3=N1 (stereo not given in full)
  -1.8	18.4
> N#Cc1ccc(NC(=S)N2Cc3ccc(Br)cc3-n3nncc3C2)cc1
  2.0	-3.0
> O=c1[nH]cnc2nn(C3OC(CO)C(O)C3O)nc12 (stereo not given)
  2.0	19.5
> C[C@H]1[C@H](c2ccccc2)Oc2ccc(Cl)cc2S(=O)(=O)N1C[C@@H]1CCCN1C(=O)OC(C)(C)C
  4.4	23.8
> CCNC(=O)N(C)[C@H]1C[C@H]2c3[nH]c4c(-c5cccc(C)c5)cccc4c3CCN2C[C@H]1[C@H](C)O
  -9.2	5.0

Next records follow.
Values run as follows: PrPC surface inh	CCHF vOTU inh
> Cc1ccccc1CS(=O)(=O)Cc1ccc(C(=O)Nc2ccc(F)cc2)o1
  12.3	4.6
> C=C1C(=O)C(C)=C2C(=O)N3Cc4[nH]c5ccccc5c4CC3(C(=O)OC)C12 (stereo not given)
  10.2	18.3
> COC(=O)[C@H](Cc1ccccc1)N1Cc2ccccc2Oc2cc(Br)ccc2S1(=O)=O
  2.8	2.8
> COC(=O)[C@]12C[C@H](CC(=O)N3CCCCC3)C(=O)N(Cc3ccccc3)C1=C[C@H](C1CCCC1)O[C@@H]2C
  3.5	3.4
> COc1ccc(Cl)cc1NC(=O)c1cccc(S(=O)(=O)Nc2c(C)n(C)n(-c3ccccc3)c2=O)c1
  4.3	1.5
> O=C(NCc1ccccc1)C(c1cc2ccccc2o1)n1c(=O)c(-c2ccco2)nc2ccccc21 (stereo not given)
  -4.2	19.3
> COC(=O)[C@]12C[C@H](CC(=O)N3CCCCC3)C(=O)N(Cc3ccco3)C1=C[C@H](C1CCCC1)O[C@@H]2C
  7.0	5.0
> CCOC(=O)[C@]12CCCC=C1N(CCC1=CCCCC1)C(=O)[C@H](CC(=O)N1CCCC1)C2
  16.1	5.3
> CCOC(=O)CC[C@@]1(C(=O)OCC)C[C@@H](CC(=O)NCCc2ccccc2OC)C(=O)N2CCCC=C21
  -5.2	4.7
> O=C(Nc1ccc(F)cc1)C(c1ccccc1)N1CCN(c2ccncc2)CC1 (stereo not given)
  -5.0	-0.6

Some of the entries so far, as a markdown table.
| mol | PrPC surface inh | CCHF vOTU inh |
| --- | --- | --- |
| CCOC(=O)C1=C(C(=O)OCC)C2N(Cc3ccc(C#N)cc3)c3ccccc3[C@@]23C[C@@H](C(=O)OC)N(S(=O)(=O)c2ccc(C)cc2)C3=N1 (stereo not given in full) | -1.8 | 18.4 |
| N#Cc1ccc(NC(=S)N2Cc3ccc(Br)cc3-n3nncc3C2)cc1 | 2.0 | -3.0 |
| O=c1[nH]cnc2nn(C3OC(CO)C(O)C3O)nc12 (stereo not given) | 2.0 | 19.5 |
| C[C@H]1[C@H](c2ccccc2)Oc2ccc(Cl)cc2S(=O)(=O)N1C[C@@H]1CCCN1C(=O)OC(C)(C)C | 4.4 | 23.8 |
| CCNC(=O)N(C)[C@H]1C[C@H]2c3[nH]c4c(-c5cccc(C)c5)cccc4c3CCN2C[C@H]1[C@H](C)O | -9.2 | 5.0 |
| Cc1ccccc1CS(=O)(=O)Cc1ccc(C(=O)Nc2ccc(F)cc2)o1 | 12.3 | 4.6 |
| C=C1C(=O)C(C)=C2C(=O)N3Cc4[nH]c5ccccc5c4CC3(C(=O)OC)C12 (stereo not given) | 10.2 | 18.3 |
| COC(=O)[C@H](Cc1ccccc1)N1Cc2ccccc2Oc2cc(Br)ccc2S1(=O)=O | 2.8 | 2.8 |
| COC(=O)[C@]12C[C@H](CC(=O)N3CCCCC3)C(=O)N(Cc3ccccc3)C1=C[C@H](C1CCCC1)O[C@@H]2C | 3.5 | 3.4 |
| COc1ccc(Cl)cc1NC(=O)c1cccc(S(=O)(=O)Nc2c(C)n(C)n(-c3ccccc3)c2=O)c1 | 4.3 | 1.5 |
| O=C(NCc1ccccc1)C(c1cc2ccccc2o1)n1c(=O)c(-c2ccco2)nc2ccccc21 (stereo not given) | -4.2 | 19.3 |
| COC(=O)[C@]12C[C@H](CC(=O)N3CCCCC3)C(=O)N(Cc3ccco3)C1=C[C@H](C1CCCC1)O[C@@H]2C | 7.0 | 5.0 |
| CCOC(=O)[C@]12CCCC=C1N(CCC1=CCCCC1)C(=O)[C@H](CC(=O)N1CCCC1)C2 | 16.1 | 5.3 |
| CCOC(=O)CC[C@@]1(C(=O)OCC)C[C@@H](CC(=O)NCCc2ccccc2OC)C(=O)N2CCCC=C21 | -5.2 | 4.7 |

Screens deposited in PubChem BioAssay by The Scripps Research Institute Molecular Screening Center.

An excerpt; the hit share may differ from the screen's.
